COUP-TFII inh: inhibitors of human COUP-TFII (NR2F2). P24468. HEK293T NGFI-A luciferase reporter, luminescence. inhibition, % at 8.6 µM. hit rate 0.7% among 370,000. AID 686940;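 active = inhibition above a per-plate cutoff, mean inhibition of test wells between control levels plus 3 SD, cut at about 38% in these data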;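 note: cells cotransfected with COUP-TFII expression vector driving the NGFI-A reporter; 0% = median of COUP-TF2 test wells and 100% = reporter-only cells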
NR5A2 inv ag: inverse agonists of human LRH-1 (NR5A2); AID 602396; HEK293T StAR-luciferase reporter, LRH-1 transfected, 24 h; hit rate 0.13% among 360,000; inhibition, % at 3.6 µM; O00482;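 active = inhibition above the mean inhibition of all tested compounds plus 3 SD, cut at about 73% in these data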;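 note: 0% = DMSO wells and 100% = reporter-only cells lacking LRH-1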
C8 TRAIL sens: caspase-8 TRAIL sensitization. NB7+C8 cells + TRAIL, ATPlite viability luminescence. inhibition (viability loss, TRAIL sensitization), % at 10 µM. hit rate 1% among 360,000;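 active = compounds causing at least 50% loss of cell viability in the single-dose screen, relative to plate controls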
NOD2-RIPK2 inh: inhibitors of human NOD2-RIPK2 interaction; inhibition, % at 4.98 µM; O43353; hit rate 0.38% among 360,000; AID 624267; CHO BLA complementation NOD2-RIPK2, CCF4 ratio; in the data active = inhibition above about 21%;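 note: 0% = vehicle only and 100% = reference blocker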
Vif inh: blocks HIV Vif function. inhibition, % at 7.49 µM. AID 602346. HEK293T cells, Vif self-association by quenched fluorescence, imaging, 24 h. hit rate 0.35% among 340,000; in the data active = inhibition above about 50%, passing the limit was not always enough; note: some results filed as inactive read as strong as hits
TLR9-MyD88 block: TLR9-MyD88 interaction inhibition; Q9NR96+Q99836; CHO BLA complementation TLR9-MyD88, CCF4 FRET ratio; inhibition, % at 4.98 µM; hit rate 0.21% among 340,000;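 active = inhibition above the mean over all tested compounds plus 3 SD, cut at about 21% in these data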;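 note: 0% = DMSO only wells and 100% = clavulanate BLA inhibitor control wells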
Target sequence (Q99836 whole entry, looked up): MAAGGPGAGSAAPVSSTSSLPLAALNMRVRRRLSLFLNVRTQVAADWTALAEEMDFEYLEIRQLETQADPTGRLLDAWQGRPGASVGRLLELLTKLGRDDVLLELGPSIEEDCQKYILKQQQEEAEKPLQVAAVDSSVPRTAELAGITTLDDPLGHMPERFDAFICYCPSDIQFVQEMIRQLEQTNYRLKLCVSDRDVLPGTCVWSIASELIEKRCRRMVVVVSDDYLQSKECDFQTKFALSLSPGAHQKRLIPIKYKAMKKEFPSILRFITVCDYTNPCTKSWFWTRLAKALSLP
Target sequence (Q9NR96 whole entry, looked up): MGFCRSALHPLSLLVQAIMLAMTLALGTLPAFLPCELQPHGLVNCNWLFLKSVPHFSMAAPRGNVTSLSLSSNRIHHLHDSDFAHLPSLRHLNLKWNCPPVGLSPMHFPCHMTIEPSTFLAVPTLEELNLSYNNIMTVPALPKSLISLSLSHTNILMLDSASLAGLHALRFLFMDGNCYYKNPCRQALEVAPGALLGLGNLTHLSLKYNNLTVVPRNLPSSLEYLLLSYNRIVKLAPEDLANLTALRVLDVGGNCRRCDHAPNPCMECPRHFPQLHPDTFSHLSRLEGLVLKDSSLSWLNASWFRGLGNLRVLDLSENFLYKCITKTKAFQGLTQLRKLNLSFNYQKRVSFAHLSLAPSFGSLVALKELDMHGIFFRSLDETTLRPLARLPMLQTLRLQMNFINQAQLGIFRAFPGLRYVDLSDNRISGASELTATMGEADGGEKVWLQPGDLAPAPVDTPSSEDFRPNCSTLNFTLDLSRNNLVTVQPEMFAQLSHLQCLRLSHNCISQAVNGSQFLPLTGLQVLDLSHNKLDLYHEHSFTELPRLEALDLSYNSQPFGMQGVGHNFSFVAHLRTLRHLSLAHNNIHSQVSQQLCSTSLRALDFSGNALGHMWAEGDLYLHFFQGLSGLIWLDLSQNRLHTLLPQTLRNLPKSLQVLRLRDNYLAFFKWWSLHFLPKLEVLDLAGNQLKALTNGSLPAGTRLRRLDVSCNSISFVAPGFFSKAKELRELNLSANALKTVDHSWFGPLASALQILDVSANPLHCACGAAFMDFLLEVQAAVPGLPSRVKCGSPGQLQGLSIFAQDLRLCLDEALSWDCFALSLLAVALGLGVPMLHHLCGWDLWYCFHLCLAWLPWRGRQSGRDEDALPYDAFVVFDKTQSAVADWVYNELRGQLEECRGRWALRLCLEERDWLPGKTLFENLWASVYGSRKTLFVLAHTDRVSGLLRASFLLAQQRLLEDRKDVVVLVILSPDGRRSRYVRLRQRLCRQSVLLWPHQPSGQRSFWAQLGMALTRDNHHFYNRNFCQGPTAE
SRC1 inh: inhibitors of human steroid receptor coactivator 1 (SRC1); Q15788; HEK293 GAL4-SRC1 luciferase reporter, luminescence; inhibition, % at 3.6 µM; hit rate 0.12% among 360,000; AID 588354;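 active = inhibition above the campaign mean plus 3 SD, with each screening campaign given its own cutoff, cut at about 60% in these data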;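 note: 0% = DMSO treated cells and 100% = gossypol at 36 µM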
SRC3 inh: inhibits human SRC3 coactivator; Q9Y6Q9; HEK293 GAL4-SRC3 luciferase reporter, luminescence; inhibition, % at 3.6 µM; AID 588352; hit rate 0.17% among 360,000;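 active = inhibition above a per-campaign cutoff, the mean of all compounds plus 3 SD, cut at about 60% in these data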;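 note: 0% = DMSO-treated cells and 100% = gossypol-treated cells at 36 µM; higher means less SRC3-driven luciferase light from the GAL4 reporter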
TROY NFkB inh: blocks TROY-dependent signaling in reporter cells; Q293 LMP1-TROYcd NF-kB luciferase reporter, 4 h; inhibition, % at 10 µM; hit rate 0.98% among 360,000; AID 1347056;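 active = compounds whose plate-normalised and pattern-corrected inhibition of the luciferase reporter signal at the single screening dose is 50% or more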
EBV LMP1 NFkB: reduces LMP1-driven NF-kappaB luciferase signal | AID 504558 | LMP1-induced NF-kappaB luciferase reporter cells, luminescence | inhibition, % at 12.5 µM | hit rate 0.69% among 350,000; in the data active = inhibition above about 41%;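 note: 0% = neutral control wells and 100% = reference inhibitor control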
NCOA2 inhibitor: inhibits human steroid receptor coactivator 2; Q15596; hit rate 0.17% among 370,000; inhibition, % at 9 µM; HEK293 GAL4-SRC2 luciferase reporter, luminescence;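 active = inhibition above the mean inhibition of all tested compounds plus 3 SD, set per campaign, cut at about 52% in these data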;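 note: 0% = DMSO treated cells and 100% = cells given Gossypol at 36 µM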
Numbers without * were called inactive; · = not tested or not shown. An excerpt (hit frequency here may not be typical).

SMILES	COUP-TFII inh	NR5A2 inv ag	C8 TRAIL sens	NOD2-RIPK2 inh	Vif inh	TLR9-MyD88 block	SRC1 inh	SRC3 inh	TROY NFkB inh	EBV LMP1 NFkB	NCOA2 inhibitor
C=CCn1c(C)cc(C(=O)CSc2nc3ccccc3[nH]2)c1C	37	0	46	-12	-24	0	14	29	25	24	14
CCOC(=O)C1CCCN(C(=O)c2cc(-c3ccncc3)nc3ccccc23)C1 (centres undefined)	-6	-13	1	4	-12	-10	-7	-6	-7	-19	5
CCOC(=O)C1=C(N)Oc2ccc3ccccc3c2C1c1ccc(O)cc1 (centres undefined)	0	21	-19	-4	3	-3	-25	-12	48	3	-12
c1nc(Nc2ccc(N3CCOCC3)cc2)c2ccsc2n1	-17	-80	3	1	2	0	-62	-49	-53	-14	-2
O=C(/C=C/c1c(F)cccc1Cl)N1CCOCC1	15	-32	-13	1	0	4	-36	-60	-17	-4	-23
O=C(Nc1ccc(N2C(=O)c3cccc4cccc(c34)C2=O)cc1)c1ccc(N2CCCCC2)c([N+](=O)[O-])c1	12	-5	-1	2	2	7	16	16	5	-5	11
CC(=O)Nc1cc(NC(C)=O)ncn1	-6	-4	8	8	-4	-1	-9	-8	-8	-1	1
CN(CC(=O)NCCc1ccccc1)CC(=O)Nc1cccc(F)c1	-5	12	-15	6	27	-9	-9	6	0	5	-12
CC(=O)Nc1ccc(SCCC2CCCCN2C)cc1 (centres undefined)	-3	-8	37	-3	30	-11	0	0	13	3	11
O=C(CN1CCN(S(=O)(=O)c2ccc(Br)cc2)CC1)Nc1ccccc1C(=O)c1ccccc1	-6	16	27	-1	-5	-3	2	20	8	1	-32
Cc1ccc(CNS(=O)(=O)c2ccc(C)s2)cc1	9	10	6	-3	-4	-2	-23	18	2	4	5
CC(C)(C)c1cc(CCC(=O)NNC(=O)c2ccco2)cc(C(C)(C)C)c1O	3	13	-7	4	-1	-1	7	-8	-12	3	0
CS(=O)(=O)C1=NN2C(=N)/C(=C\c3ccc(OCCOc4ccccc4)cc3)C(=O)N=C2S1	·	19	-3	-8	1	5	-20	-61	-37	-9	·
CCOC(=O)c1nnc2c(Br)c(-c3ccccc3)nn2c1C	6	-13	-25	5	-4	-9	4	-12	-13	8	3
CCN(CC)CC#CCC(O)(c1ccccc1)c1ccc(Br)cc1 (centres undefined)	-6	5	3	-4	6	2	-2	9	-11	4	17
Cc1ccc(NCc2nnc3n2CCCCC3)c(C)c1	12	-19	16	0	·	5	-11	10	-16	5	-4
CCN(CC)C(=O)CP(=O)(c1ccccc1)c1ccccc1	2	-20	-12	13	13	0	0	-18	-6	-5	-25
O=C(Nc1ccccc1C(=O)NCc1ccco1)Nc1cccc2ccccc12	6	4	1	14	2	20	15	8	9	-7	9
C[C@@H]1C=C[C@](Cc2ccccc2)(C(=O)NCC2CC2)N1C(=O)c1ccccc1	-31	-39	-10	3	8	-1	-31	-1	-43	-19	-75
CC(C)CCOc1ccc(C(=O)N2CCN(c3ncccn3)CC2)cc1	-9	-17	-7	-7	·	6	-15	7	7	2	-14
Cc1ccc(N(C(=O)c2cccs2)C2C=CS(=O)(=O)C2)cc1 (centres undefined)	12	-2	-11	-6	-3	-6	-17	1	-6	-1	-18
COc1ccc(-c2nnc(C3CCN(S(=O)(=O)c4ccccc4)CC3)o2)cc1	·	-5	-7	-2	-2	3	-1	-10	10	1	·
O=C(CCNC(=O)N1CC(=O)Nc2ccccc21)NCc1cccc(Cl)c1	13	-13	-5	-9	-1	0	-2	4	-9	14	-3
CC(C)Sc1nnc(SCC(=O)N(C)C2CCS(=O)(=O)C2)s1 (centres undefined)	1	4	-2	-1	-2	7	-1	8	2	1	-5
COc1ccccc1CNC(=O)COc1cccc(-n2cnnn2)c1	-10	-3	8	-5	8	4	0	-11	-20	-6	-1
O=C(CSc1nc2ccccc2c(=O)n1CC1CCCO1)NCc1ccc2c(c1)OCO2 (centres undefined)	0	-5	-3	-10	-1	-1	-2	7	-3	9	-18
CCN1C(=O)N[C@@H](c2ccco2)C(C(=O)OC)=C1C	-1	-62	-11	-7	8	10	-3	11	8	0	-6
C=Cn1cc[n+](CC(=O)c2ccc(Cl)c(Cl)c2)c1	24	9	-7	1	5	5	-2	-7	7	3	-3
COC(=O)C(C(=O)Nc1ncccn1)C1CCCCCC1 (centres undefined)	-2	-22	-8	3	-33	0	-7	6	-4	-9	15
CC(C)/C=C/C(=O)N1CCC(N2CCC(C(=O)NCc3ccccn3)CC2)CC1	2	-32	-12	-1	-7	-1	-21	-1	-17	-6	15
CC(C)c1ccc(NC(=O)NC2CCN(CC(=O)Nc3cccc4ccccc34)CC2)cc1	-5	-30	2	-7	-12	9	5	5	·	9	-25
COc1ccc(NC(=O)COC(=O)C2CC(=O)N(c3ccc(OC(C)C)cc3)C2)cc1 (centres undefined)	0	5	-11	-5	14	-1	-18	-6	-7	-1	-8
CC(=O)c1ccccc1C(=O)N(C)C1CCCN(Cc2ccccc2F)C1 (centres undefined)	-11	-18	-3	-1	1	-4	16	19	13	1	15
COc1ccccc1C(=O)NC(=O)Nc1nc(-c2ccccc2)cc(C(F)(F)F)n1	-16	-12	-2	-5	11	-2	-14	2	8	14	-1
Cc1cc(C)n2nc(SCC(=O)Nc3c(C)nn(-c4ccccc4)c3C)nc2n1	11	-14	-4	1	4	-7	9	-6	10	-18	-31
CC(=O)/C=C(\C)Nc1c(C)n(C)n(-c2ccccc2)c1=O	12	18	4	1	-1	-7	3	12	0	2	-8

In a second layout: entries from further up.
| compound | COUP-TFII inh | NR5A2 inv ag | C8 TRAIL sens | NOD2-RIPK2 inh | Vif inh | TLR9-MyD88 block | SRC1 inh | SRC3 inh | TROY NFkB inh | EBV LMP1 NFkB | NCOA2 inhibitor |
| --- | --- | --- | --- | --- | --- | --- | --- | --- | --- | --- | --- |
| c1nc(Nc2ccc(N3CCOCC3)cc2)c2ccsc2n1 | -17 | -80 | 3 | 1 | 2 | 0 | -62 | -49 | -53 | -14 | -2 |
| O=C(/C=C/c1c(F)cccc1Cl)N1CCOCC1 | 15 | -32 | -13 | 1 | 0 | 4 | -36 | -60 | -17 | -4 | -23 |

Further entries.
SMILES	COUP-TFII inh	NR5A2 inv ag	C8 TRAIL sens	NOD2-RIPK2 inh	Vif inh	TLR9-MyD88 block	SRC1 inh	SRC3 inh	TROY NFkB inh	EBV LMP1 NFkB	NCOA2 inhibitor
Cc1cc(=O)oc(C)c1C(=O)Nc1cccc2ccccc12	-9	-1	6	0	2	-5	-48	5	5	2	-18
CCN(C(=O)COC(=O)CCCN1C(=O)c2cccc3cccc(c23)C1=O)C1CCS(=O)(=O)C1 (centres undefined)	6	11	1	-16	0	-6	-13	12	-10	3	-18
O=C(CSc1ncnc2[nH]ncc12)Nc1cccc(Oc2ccccc2)c1	9	12	3	9	2	0	-12	15	20	4	-14
COc1ccc(CN2CCn3nc(C(=O)NC(C)C)cc3C2=O)cc1	-17	2	4	-6	6	3	-3	-8	-5	3	-7
COC(=O)c1[nH]c2cc(C)ccc2c1NC(=O)CN1CCc2cc(OC)c(OC)cc2C1	·	11	-6	2	-6	-35	15	1	-1	10	·
CCN1C[C@@H]2[C@@H]3C(=O)N(Cc4ccccc4)C(=O)[C@@H]3[C@](Cc3ccccc3)(C(=O)OC)N2C1=NC	-30	4	-5	-13	8	-9	1	3	-7	-3	6
C[C@@H](NC(=O)c1nc[nH]c1C(=O)N[C@H](C)c1ccccc1)c1ccccc1	15	2	-17	4	6	-6	-1	13	-1	-5	10
COc1ccc(CCNC(=O)COC(=O)c2cnc(C)cn2)cc1	·	33	4	-5	4	0	1	-2	9	-4	·
COC(=O)c1ccc(NC(=O)CN2CCN(c3ccc(Cl)cc3)CC2)cc1	6	45	-12	-9	16	-2	6	13	9	-14	-9
Brc1ccc2nc3c(n2c1)CCCC3	-10	-42	11	1	6	-17	-4	-6	-7	-1	-10
CCc1ccccc1N1C[C@@]23C=C[C@@H](O2)C(C(=O)OCC(C)C)[C@H]3C1=O (some centres undefined)	10	8	-10	8	·	2	3	8	6	-1	-11
O=C(NC1CC1)C1=C[C@@H](c2ccc3c(c2)OCO3)C[C@@H](OCc2ccc(CO)cc2)O1	-1	-20	11	9	-1	1	-15	-7	-5	-2	-19
COc1ccc(C(CC(=O)O)NC(=O)COc2ccccc2)cc1 (centres undefined)	1	3	-10	4	-4	2	-14	16	-2	3	13
CCN1CCN(S(=O)(=O)c2ccc(Oc3ccccc3OC)cc2)CC1	19	8	-3	-2	-3	-3	-27	-6	-27	0	-32
CNC(=O)Nc1ccc(Cn2cc(C(F)(F)F)ccc2=O)cc1	18	-7	-3	2	3	-15	3	6	10	-11	-4
O=C(CSc1n[nH]c(=O)[nH]c1=O)N/N=C/C=C/c1ccccc1	10	-6	-19	2	2	-5	-9	6	11	-4	-6
CCOC(=O)c1[nH]c(C)c(C(=O)NC(C)(C)C)c1C	-3	-25	-5	-6	1	-4	-5	9	-4	-1	-20
Cc1ccc2c(c1)N(CC(=O)NC1CCCC1)C(=O)C(C)O2 (centres undefined)	19	2	-4	-15	-5	6	-18	10	-2	-2	9
CCOC(=O)CCSc1nc(C)c2cc(OC)ccc2n1	-42	-86	-13	-2	·	5	-66	-72	-47	-2	-44
Cc1ccc2[nH]c(=O)c(CN(Cc3ccco3)C(=O)N3CCOCC3)cc2c1	8	4	6	-16	-5	-2	7	-4	-1	-4	-17

Gathered by group: the compounds so far containing an NH in an aromatic ring (seven)
SMILES	COUP-TFII inh	NR5A2 inv ag	C8 TRAIL sens	NOD2-RIPK2 inh	Vif inh	TLR9-MyD88 block	SRC1 inh	SRC3 inh	TROY NFkB inh	EBV LMP1 NFkB	NCOA2 inhibitor
C=CCn1c(C)cc(C(=O)CSc2nc3ccccc3[nH]2)c1C	37	0	46	-12	-24	0	14	29	25	24	14
O=C(CSc1ncnc2[nH]ncc12)Nc1cccc(Oc2ccccc2)c1	9	12	3	9	2	0	-12	15	20	4	-14
COC(=O)c1[nH]c2cc(C)ccc2c1NC(=O)CN1CCc2cc(OC)c(OC)cc2C1	·	11	-6	2	-6	-35	15	1	-1	10	·
C[C@@H](NC(=O)c1nc[nH]c1C(=O)N[C@H](C)c1ccccc1)c1ccccc1	15	2	-17	4	6	-6	-1	13	-1	-5	10
O=C(CSc1n[nH]c(=O)[nH]c1=O)N/N=C/C=C/c1ccccc1	10	-6	-19	2	2	-5	-9	6	11	-4	-6
CCOC(=O)c1[nH]c(C)c(C(=O)NC(C)(C)C)c1C	-3	-25	-5	-6	1	-4	-5	9	-4	-1	-20
Cc1ccc2[nH]c(=O)c(CN(Cc3ccco3)C(=O)N3CCOCC3)cc2c1	8	4	6	-16	-5	-2	7	-4	-1	-4	-17

Bioassay records: PubChem BioAssay, several laboratories
